EZH2 inh = blocks human EZH2/PRC2 H3K27 methylation; Q15910; DELFIA TRF, 1 h; inhibition, % at 12.5 µM; 0.35% of 57,000 active; AID 651548;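 active means mean inhibition of replicates at least 50% and every single replicate also reaching 50%; inconclusive means mean inhibition at least 50% but some replicate falls below 50%; inactive means mean inhibition under 50%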;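 further: dimethyl H3K27 on biotinylated H3 21-44 peptide detected by antibody; plate controls were median neutral control wells for no effect and median positive control wells for full effect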
IDH1 R132H inh = IDH1 R132H (human) inhibition; inhibition, % at 10 µM; 0.18% of 70,000 active; IDH1 R132H reductase, diaphorase/resazurin fluorescence, 60 min; O75874; in the data active means inhibition above about 34%; inconclusive means no clear call, values can overlap the other calls; inactive means below about 11%;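 further: 0% = DMSO and 100% = no enzyme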
Target sequence (O75874 whole entry R132H): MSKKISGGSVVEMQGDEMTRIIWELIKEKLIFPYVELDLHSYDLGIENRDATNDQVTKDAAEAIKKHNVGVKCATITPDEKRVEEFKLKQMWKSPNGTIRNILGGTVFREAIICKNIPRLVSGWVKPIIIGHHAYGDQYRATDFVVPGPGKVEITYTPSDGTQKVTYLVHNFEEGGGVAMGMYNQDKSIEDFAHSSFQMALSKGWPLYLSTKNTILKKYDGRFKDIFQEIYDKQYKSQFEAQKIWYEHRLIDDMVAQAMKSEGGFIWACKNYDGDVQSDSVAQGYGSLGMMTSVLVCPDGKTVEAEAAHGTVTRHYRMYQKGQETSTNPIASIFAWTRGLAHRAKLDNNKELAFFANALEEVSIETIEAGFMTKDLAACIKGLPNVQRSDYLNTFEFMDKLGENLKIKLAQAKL
An asterisk follows results filed as active; ? = inconclusive; · = no result given. Only part of the results is shown (hit frequency here may not be typical).

Values run as follows: EZH2 inh, IDH1 R132H inh
> C[C@@H]1CN([C@H](C)CO)C(=O)c2cc(NC(=O)Nc3ccc(C(F)(F)F)cc3)ccc2O[C@H]1CN(C)Cc1ccc(-c2ccccc2)cc1
 : ·, 0.4
> COc1ccc(S(=O)(=O)N(C)CC(N)=O)cc1Cl
 : 9, -0.2
> COc1cccc(S(=O)(=O)Nc2ccc3c(c2)OC[C@@H](C)NC[C@@H](C)[C@@H](OC)CN(C)C3=O)c1
 : 0, 0.0
> C[C@H](CO)N1C[C@H](C)[C@@H](CN(C)C(=O)CN(C)C)Oc2ncc(C#C[C@@H](C)O)cc2C1=O
 : 1, ·
> COc1ccc(NC(=O)N(C)C[C@@H]2Oc3ccc(NS(=O)(=O)c4ccc(C)cc4)cc3CC(=O)N([C@@H](C)CO)C[C@H]2C)cc1
 : ·, 0.1
> CCC(=O)N(C)C[C@H]1Oc2ncc(-c3cccc(OC)c3)cc2C(=O)N([C@@H](C)CO)C[C@@H]1C
 : ·, -0.1
> CO[C@H]1CN(C)C(=O)c2cc(NC(C)=O)ccc2OC[C@@H](C)N(C(=O)CN(C)C)C[C@H]1C
 : 0, -0.6
> O=C(N[C@@H]1CC[C@@H](CC(=O)N2CCc3ccccc3C2)O[C@@H]1CO)C1CC1
 : -6, 0.0
> O=C(N[C@H]1CC[C@H](CCNS(=O)(=O)c2ccccc2)O[C@H]1CO)c1cccnc1
 : 1, 0.0
> O=C(Nc1ccc2c(c1)[C@H]1C[C@@H](CC(=O)N3CCCCC3)O[C@@H](CO)[C@H]1O2)C1CCOCC1
 : 2, 0.3
> COc1ccc(S(=O)(=O)N(C)C[C@H]2Oc3ccc(NC(=O)CCN4CCOCC4)cc3CC(=O)N([C@@H](C)CO)C[C@@H]2C)cc1
 : ·, -2.1
> Cn1cnnc1Sc1c([N+](=O)[O-])ncn1C
 : 2, -0.2
> Cc1noc(C)c1NC(=O)N[C@@H]1C=C[C@H](CC(=O)Nc2ccccc2)O[C@H]1CO
 : -1, -0.2
> C[C@H](CO)N1C[C@H](C)[C@@H](CN(C)S(C)(=O)=O)Oc2ccc(NC(=O)Nc3ccc(F)cc3)cc2C1=O
 : 4, 2.4
> CO[C@@H]1CN(C)C(=O)c2cc(NS(=O)(=O)c3ccc(Cl)cc3)ccc2OC[C@@H](C)N(C)C[C@H]1C
 : 8, -0.3
> CCCN(C)C[C@@H]1OCCCC[C@H](C)Oc2ccc(NC(=O)CCCN(C)C)cc2C(=O)N([C@H](C)CO)C[C@@H]1C
 : 2, -0.3
> C[C@H]1CN([C@@H](C)CO)S(=O)(=O)c2ccc(C#Cc3ccccc3)cc2O[C@H]1CN(C)C(=O)CN(C)C
 : ·, 12
> CO[C@H]1CN(C)C(=O)c2ccc(NC(=O)c3cnccn3)cc2OC[C@@H](C)N(C(=O)C2CC2)C[C@@H]1C
 : -4, 0.2
> C/C=C/c1ccc2c(c1)O[C@@H](CN(C)C(=O)Nc1ccc(C(F)(F)F)cc1)[C@@H](C)CN([C@H](C)CO)S2(=O)=O
 : -35, -0.4
> COc1cccc(C(=O)Nc2ccc3c(c2)C(=O)N(C)C[C@@H](OC)[C@H](C)CN(C(=O)C2CC2)[C@H](C)CO3)c1
 : 5, -0.2
> COc1ccc(NC(=O)Nc2ccc3c(c2)C(=O)N([C@@H](C)CO)C[C@@H](C)[C@H](CN(C)S(=O)(=O)c2ccc(F)cc2)OCCCC[C@@H](C)O3)cc1
 : ·, 0.7
> C[C@H](O)C#Cc1cnc2c(c1)C(=O)N([C@@H](C)CO)C[C@H](C)[C@@H](CN(C)C(=O)c1ccc(F)cc1)O2
 : 3, ·
> COc1ccccc1-c1cn(CC[C@H]2CC[C@H](NC(=O)C3CCCCC3)[C@@H](CO)O2)nn1
 : 27, -0.1
> O=C(C[C@H]1C[C@H]2c3cc(NC(=O)C4CCC4)ccc3O[C@H]2[C@@H](CO)O1)NCC(F)(F)F
 : 3, -0.5
> CCCC(=O)Nc1ccc2c(c1)OC[C@@H](C)N(Cc1ccccc1)C[C@@H](C)[C@@H](OC)CN(C)C2=O
 : -7, 0.0
> CO[C@@H]1CN(C)C(=O)c2ccc(NC(C)=O)cc2OC[C@H](C)N(C(=O)c2ccncc2)C[C@H]1C
 : 6, 0.4
> C[C@H](CO)N1C[C@H](C)[C@H](CN(C)C)OCc2cnnn2CCCC1=O
 : 7, 0.4
> CO[C@H]1CN(C)C(=O)c2ccc(NC(=O)C3CCOCC3)cc2OC[C@H](C)N(C(=O)c2ccccc2)C[C@H]1C
 : 3, 0.3
> C[C@H]1CN([C@@H](C)CO)C(=O)CCCn2nncc2CO[C@H]1CN(C)S(=O)(=O)c1ccc(Cl)cc1
 : 5, -1.0
> Cc1ccc(S(=O)(=O)N[C@H]2CC[C@H](CC(=O)N3CCc4ccccc4C3)O[C@H]2CO)cc1
 : 2, 0.1
> Cc1ccc(S(=O)(=O)Nc2ccc3c(c2)C(=O)N([C@@H](C)CO)C[C@H](C)[C@H](CN(C)S(=O)(=O)c2ccc(Cl)cc2)OCCCC[C@@H](C)O3)cc1
 : ·, 2.1
> C[C@@H]1CN([C@@H](C)CO)C(=O)c2cc(C#CC(C)(C)O)cnc2O[C@@H]1CN(C)C(=O)C1CCOCC1
 : 4, 0.2
> CCCNC(=O)N(C)C[C@H]1Oc2ncc(-c3ccc(OC)cc3)cc2C(=O)N([C@@H](C)CO)C[C@H]1C
 : -14, 0.1
> C[C@@H]1CN([C@@H](C)CO)C(=O)c2cc(NS(=O)(=O)c3cn(C)cn3)ccc2O[C@H]1CN(C)Cc1ccc2c(c1)OCO2
 : ·, -0.2
> O=C(C[C@@H]1C[C@H]2c3cc(NC(=O)c4cccnc4)ccc3O[C@H]2[C@@H](CO)O1)NCCc1ccccc1
 : 2, -0.3
> Cc1ccc(S(=O)(=O)Nc2ccc3c(c2)C(=O)N([C@H](C)CO)C[C@H](C)[C@@H](CN(C)Cc2ccc(C(=O)O)cc2)OCCCC[C@H](C)O3)cc1
 : ·, -1.2
> CO[C@H]1CC[C@@H]2CCOc3c(C#N)cccc3C(=O)N(C)C[C@@H](C)C(=O)N(C)C[C@H]1O2
 : 16, -0.2
> O=C(N[C@H]1C=C[C@H](CC(=O)N2CCCCC2)O[C@H]1CO)c1ccccn1
 : 7, 0.1
> CC(=O)c1cn(CC(=O)NCC2CCCO2)c2ccccc12 (stereo unspecified)
 : -6, 2.4
> C[C@H]1CCCCO[C@@H](CN(C)C(=O)Nc2ccc3c(c2)OCO3)[C@@H](C)CN([C@@H](C)CO)C(=O)c2cc(N(C)C)ccc2O1
 : -9, 2.0
> CO[C@@H]1CN(C)C(=O)c2cc(NS(C)(=O)=O)ccc2OC[C@H](C)N(Cc2nccs2)C[C@@H]1C
 : 5, 0.0
> CO[C@H]1CN(C)C(=O)c2cc(NC(=O)Nc3ccccc3)ccc2OC[C@H](C)N(C(=O)CC2CC2)C[C@H]1C
 : -6, 0.0
> COC(=O)C[C@H]1C[C@H]2c3cc(NS(=O)(=O)c4cccc(OC)c4)ccc3O[C@H]2[C@@H](CO)O1
 : 18, 0.1
> CC(C)NC(=O)N(C)C[C@H]1Oc2cc(C#CCN(C)C)ccc2S(=O)(=O)N([C@@H](C)CO)C[C@@H]1C
 : 2, 0.3
> C[C@H](CO)N1C[C@H](C)[C@@H](CN(C)C(=O)Nc2ccc3c(c2)OCO3)Oc2ccc(NC(=O)c3ccncc3)cc2CC1=O
 : ·, -0.1
> COCC(=O)N(C)C[C@@H]1Oc2ncc(C3=CCCC3)cc2C(=O)N([C@H](C)CO)C[C@@H]1C
 : 2, ·
> COCC(=O)N(C)C[C@@H]1Oc2ncc(C#Cc3ccc(F)cc3)cc2C(=O)N([C@@H](C)CO)C[C@H]1C
 : -4, -2.5
> COC(=O)c1ccccc1NC(=O)NCc1cccnc1
 : -5, -0.6
> CO[C@H](CN(C)C(=O)C1CCOCC1)[C@@H](C)CN([C@@H](C)CO)S(=O)(=O)c1ccccc1
 : -12, -0.1
> Oc1ccccc1Cn1c(-c2ccccc2O)nc2ccccc21
 : ·, -0.4
> COc1ccc(S(=O)(=O)Nc2cccc3c2O[C@@H](CN(C)Cc2ccc(Cl)c(Cl)c2)[C@@H](C)CN([C@H](C)CO)C3=O)cc1
 : ·, 0.9
> Cc1cccc(C(=O)O)c1NC(=O)C(C)Oc1ccc(Cl)cc1Cl (stereo unspecified)
 : 4, -0.3
> COc1ccc([C@H]2C[C@H]3C(I)=CC2C(=O)[C@]32CO2)cc1OC
 : -8, ·
> CCS(=O)(=O)N[C@H]1C=C[C@H](CC(=O)N2CCCCC2)O[C@H]1CO
 : 7, -0.1
> CCC(=O)Nc1ccc2c(c1)OC[C@@H](C)N(C(C)=O)C[C@@H](C)[C@H](OC)CN(C)C2=O
 : -1, 0.0
> COc1ccc(OC)c(S(=O)(=O)N(C)CC(=O)Nc2ccc(F)cc2)c1
 : 11, -0.2
> C[C@@H](NC(=O)C[C@@H]1CC[C@@H](NC(=O)Nc2ccc3c(c2)OCO3)[C@H](CO)O1)c1ccccc1
 : 1, 0.3
> C[C@@H]1CN([C@H](C)CO)S(=O)(=O)c2ccc(C3=CCCCC3)cc2O[C@@H]1CN(C)Cc1ccccn1
 : -1, -0.6
> O=C(C[C@@H]1C=C[C@@H](NC(=O)CN2CCOCC2)[C@@H](CO)O1)NC1CCC1
 : -2, 0.7
> C[C@@H]1CCCCO[C@@H](CN(C)Cc2ccc(C(=O)O)cc2)[C@H](C)CN([C@@H](C)CO)C(=O)c2cc(NC(=O)Nc3ccc(C(F)(F)F)cc3)ccc2O1
 : ·, 14

Going on with the list:
Values run as follows: EZH2 inh, IDH1 R132H inh
> C[C@H]1CN([C@@H](C)CO)C(=O)c2cc(NC(=O)CCC(F)(F)F)ccc2O[C@@H]1CN(C)Cc1ccccc1
 : 0, 1.7
> CO[C@H]1CN(C)C(=O)c2cc(NS(=O)(=O)CC(F)(F)F)ccc2OC[C@H](C)N(Cc2cccnc2)C[C@H]1C
 : 8, -0.1
> Cc1noc(C)c1NC(=O)Nc1ccc2c(c1)C(=O)N([C@H](C)CO)C[C@H](C)[C@H](CN(C)C(=O)CCCN(C)C)OCCCC[C@@H](C)O2
 : ·, 2.9
> Cc1ccc(N(CC(=O)Nc2cc(Cl)ccc2Cl)S(C)(=O)=O)cc1C
 : 6, 0.0
> C[C@@H]1CCCCO[C@@H](CN(C)C)[C@@H](C)CN([C@H](C)CO)C(=O)c2cc(NS(=O)(=O)c3ccccc3)ccc2O1
 : 12, 2.3
> COc1ccc(NC(=O)N(C)C[C@H]2OCCCC[C@@H](C)Oc3ccc(NC(=O)C4CCCCC4)cc3C(=O)N([C@@H](C)CO)C[C@@H]2C)cc1
 : ·, -0.9
> Cc1ccc(S(=O)(=O)N[C@H]2C=C[C@@H](CC(=O)N3CCN(c4ccccc4)CC3)O[C@H]2CO)cc1
 : 14, -0.2
> C=CC[C@]1(C(=O)N2CCOCC2)COC(c2ccc(OCCCO)cc2)=N1
 : 6, ·
> C[C@H]1CN([C@@H](C)CO)S(=O)(=O)c2ccc(C#CC(C)(C)O)cc2O[C@@H]1CN(C)Cc1ccc(F)cc1
 : -10, 0.3
> CO[C@@H]1CN(C)C(=O)c2ccc(NC(=O)C3CC3)cc2OC[C@H](C)N(C(=O)C2CCCCC2)C[C@H]1C
 : -7, -0.5
> C[C@@H]1CC[C@]2(C(=O)OC3OC(CO)C(OC4OC(CO)C(O)C(O)C4O)C(O)C3O)CC[C@]3(C)C(=CCC4[C@@]5(C)CC[C@H](O)[C@](C)(C(=O)O)C5CC[C@]43C)C2[C@]1(C)O (stereo partly specified)
 : 60*, 0.0
> CCOC(=O)c1c(-c2ccc(C)o2)csc1NC(=S)NC(=O)N(C)C
 : 11, ?
> COc1ccc(C(C)(C)C)cc1NC(=S)Nc1ccc(S(=O)(=O)Nc2ncccn2)cc1
 : -2, 0.1
> CC(=O)Nc1ccc(C(=O)CSc2nnc(-c3ccncc3)o2)cc1
 : -10, 0.0
> CNC[C@@H]1Oc2ccc(NC(=O)CCC(F)(F)F)cc2C(=O)N([C@H](C)CO)C[C@H]1C
 : 16, 0.9

A second format for some results above.
CO[C@@H]1CN(C)C(=O)c2ccc(NC(=O)C3CC3)cc2OC[C@H](C)N(C(=O)C2CCCCC2)C[C@H]1C
- EZH2 inh: -7
- IDH1 R132H inh: -0.5
C[C@@H]1CC[C@]2(C(=O)OC3OC(CO)C(OC4OC(CO)C(O)C(O)C4O)C(O)C3O)CC[C@]3(C)C(=CCC4[C@@]5(C)CC[C@H](O)[C@](C)(C(=O)O)C5CC[C@]43C)C2[C@]1(C)O (stereo partly specified)
- EZH2 inh: 60*
- IDH1 R132H inh: 0.0
CCOC(=O)c1c(-c2ccc(C)o2)csc1NC(=S)NC(=O)N(C)C
- EZH2 inh: 11
- IDH1 R132H inh: ?
COc1ccc(C(C)(C)C)cc1NC(=S)Nc1ccc(S(=O)(=O)Nc2ncccn2)cc1
- EZH2 inh: -2
- IDH1 R132H inh: 0.1

Additional structures follow:
Values run as follows: EZH2 inh, IDH1 R132H inh
> CO[C@H]1CN(C)C(=O)c2cc(NC(=O)Nc3cccc(F)c3)ccc2OC[C@H](C)N(C(C)=O)C[C@H]1C
 : -12, 0.0
> CC(/C=C/C(=O)NO)=C\c1ccccc1OCc1cn(CCNC(=O)Nc2ccccc2)nn1
 : 28, ·
> O=C(CN1CCOCC1)N[C@H]1CC[C@@H](CCNC(=O)Nc2cc(F)ccc2F)O[C@H]1CO
 : -2, 0.0
> O=C(N[C@@H]1CC[C@@H](CCNS(=O)(=O)c2ccc(F)cc2)O[C@H]1CO)C1CCCC1
 : -10, 0.0
> C[C@H](CO)N1C[C@H](C)[C@H](CN(C)C(=O)C2CCCCC2)OCCCC[C@H](C)Oc2ccc(NC(=O)CCC(F)(F)F)cc2C1=O
 : ·, 0.9
> CCOC(=O)Cc1csc(NC(=O)c2sc3cccc(F)c3c2Cl)n1
 : 23, 1.5
> C[C@@H]1CN([C@@H](C)CO)C(=O)c2cc(NC(=O)NC3CCCCC3)ccc2O[C@@H](C)CCCCO[C@@H]1CN(C)C(=O)c1ccccc1
 : ·, 0.5
